CCT modulator: High-Throughput Screening for Modulators of Cytosolic Chaperonin Activity | purified chaperonin ATPase assay, HTRF ADP detection, 30 min | activity change, % (test concentration not listed), hits read low | hit rate 0.3% among 360,000; in the data active = activity change below about -30%; also: % is scaled to controls: 0 for no effect and ±100 for the full control effect
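Enzyme 40 or 20 nM (batch-dependent) in Tris pH 7.4/KCl/MgCl2/DTT; cpd 76 uM single point; ATP 10 uM; 30 min 37 °C; Transcreener ADP HTRF detection, 30 min RT; ratio 665/615.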
TGFb inhibitor: qHTS for Inhibitors of TGF-b; HepG2 CAGA-GFP TGF-b/SMAD3 reporter, GFP fluorescence, 18 h; TGF-beta stimulated, 500 pg/mL final; Potency, µM (doses to about 46.1 µM), for inactives: top-dose activity, negative = inhibition, most hits filed as inhibitors; hit rate 1.2% among 410,000; AID 588855, 2011; also: potency is read from the fitted curve at half-maximal effect; % is scaled to controls: 0 for no effect and ±100 for the full control effect; nearly all actives have a fitted effect of over 65% in size
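Smad-responsive CAGA-GFP expression was quantified in HEPG2 cells exposed to compounds and 500 pg/mL final TGF-beta for 18 h at 37 degrees C; unstimulated wells defined full inhibition.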
pAkt inh: HTS Assay for Inhibitors of Akt Phophorylation: Primary Screen | Neuro2A IGF-stimulated pAkt S473 HTRF, 20 min; active compounds read low | activity change, % for hits at 50 µM | hit rate 0.32% among 360,000 | AID 651550, 2012; in the data active = activity change below about -80%; inconclusive = mostly about -51% to -80%; also: % is scaled to controls: 0 for no effect and ±100 for the full control effect
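Neuro2A cells in DMEM with 0.5% FBS, overnight at 37 deg C, given compound at single 50 µM final, then IGF (6 nM final) for 20 min at 37 deg C. Lysed; phospho-Akt Ser473 by HTRF after 24 h, 665/615 ratio.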
Nrf2 inh: Nrf2 qHTS screen for inhibitors; Potency, µM (top dose mostly 46 µM), for inactives: top-dose activity change, negative = inhibition, usual class: inhibitors; A549 ARE-Fluc reporter, luciferase luminescence, 18-24 h; hit rate 2.1% among 360,000; AID 504444, 2011; also: potency is read from the fitted curve at half-maximal effect; % is scaled to controls: 0 for no effect and ±100 for the full control effect; nearly all actives have a fitted effect of over 60% in size
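Cells were seeded and rested 2 h, then exposed to compounds for 18-24 h. CellTiter-Fluor was read first as a viability measure. BugLite was added 15 min before the final luminescent read of ARE-luciferase activity in A549 cells.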
A549 tox: Nrf2 qHTS screen for inhibitors: counterscreen for cytotoxicity; A549 ARE-Fluc cells, CellTiter-Fluor viability, 18-24 h; Potency, µM (titrated, usually from 46 µM), for the others: at the top dose activity change, negative = cytotoxicity, usual class: inhibitors; hit rate 0.16% among 390,000; AID 504648, 2011; also: potency is read from the fitted curve at half-maximal effect; % is scaled to controls: 0 for no effect and ±100 for the full control effect
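A549 ARE-Fluc cells in 5% FBS OPTI-MEM, 5000 cells/well, rested 2 h then exposed to compounds in concentration-response for 18-24 h at 37 °C. Viability by CellTiter-Fluor fluorescence (Ex 405/Em 525) after 30 min; luciferase luminescence (BugLite, 15 min, RT) read afterwards.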
Mm-Cpn inhibitor: Inhibitors of TCP-1 ring complex (TRiC) of Methanococcus maripaludis (MmCpn): qHTS. Potency, µM (doses to about 76.9 µM), without a hit: at the highest dose activity, negative = inhibition, hits mostly inhibitors. hit rate 0.031% among 330,000. purified Mm-Cpn ATPase, ADP Transcreener TR-FRET. Chaperonin Mm-Cpn (Methanococcus maripaludis); also: potency is read from the fitted curve at half-maximal effect; % is scaled to controls: 0 for no effect and ±100 for the full control effect; nearly all actives have a fitted effect of over 80% in size
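ATPase read-out: TR-FRET ADP immunoassay (anti-ADP Eu cryptate vs ADP-d2), ex 320 nm, em 590/665 nm; signal drops as ADP forms. Enzyme 25 nM, ATP 10 uM, 30 min at 37°C after 10 min compound preincubation.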
HepG2 viability: qHTS for Inhibitors of TGF-b: Cytotox Counterscreen; HepG2 CAGA-GFP viability, ATP luminescence, 18 h; Potency, µM (highest dose often 46.1 µM), for inactives: at the highest dose activity change, negative = cytotoxicity, usual class: cytotoxic; hit rate 0.76% among 410,000; AID 588856, 2011; also: potency is read from the fitted curve at half-maximal effect; some results filed as inactive show a strong effect at the top dose
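HepG2 CAGA-GFP cells (1000/well, DMEM with 1% FBS) received compound, then TGF-beta at 500 pg/mL final, and were incubated 18 hours at 37 degrees C. Viability was read by CellTiter-Glo luminescence. Media-only wells were set as complete cell-killing and DMSO as no toxicity.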
Nrf2 activator: qHTS of Nrf2 Activators; AREc32 ARE-luciferase reporter (MCF7-derived line), luminescence, 24 h; Potency, µM (top dose mostly 46.1 µM), for inactives: at the top dose activation, most hits filed as activators; hit rate 0.31% among 410,000; AID 624171, 2012; also: potency is read from the fitted curve at half-maximal effect; % of control where 0% means no effect; nearly all actives have a fitted effect of over 65% in size
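Luminescent ARE reporter assay in AREc32_Fluc cells: overnight plating at 37 deg C, 24 hr compound incubation, Steady-Glo added, 30 min RT before reading.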
Abeta rescue: qHTS for compounds that reverse cellular toxicity of Amyloid beta (A-beta) peptide in yeast: Primary Screen; yeast expressing A-beta42, growth rescue, OD600, 48 h; response scale: 0% DMSO, 100% iron-clioquinol control; Potency, µM (doses to about 46.1 µM), inactives show at the highest dose growth rescue, actives largely listed as activators; hit rate 0.063% among 410,000; AID 1347071, 2019; also: potency is read from the fitted curve at half-maximal effect; nearly all actives have a fitted effect of over 55% in size
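Growth rescue measured by 600 nm absorbance after 48 h yeast culture at 30 C with compound. Values normalized between DMSO and an equimolar ferric chloride plus clioquinol control.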
An asterisk follows results filed as active; i = inactive; ? = inconclusive; · = no result given; [ ] = dose if it differs, or a comment. Unless noted, calls follow the shape of the dose curve; as a rule, active = well fitted curve in the direction sought with a large enough effect; inconclusive = small, poorly fitted or top-dose-only effect, or another doubt; inactive = no such curve, though single readings can be large; an effect the other way counts as inactive or inconclusive.

SMILES	CCT modulator	TGFb inhibitor	pAkt inh	Nrf2 inh	A549 tox	Mm-Cpn inhibitor	HepG2 viability	Nrf2 activator	Abeta rescue
C=CCN1C=C2C(=O)C(C)(OC(=O)C3CCCC3)C(=O)C=C2C=C1c1ccsc1 (stereo not given)	0.7	-5%	i	-18%	10%	-12%	-22%	8.4%	5%
Nc1nnc(SCC(=O)OCC(=O)Nc2ccccc2)s1	-3.4	7%	i	2%	0%	1%	1%	-0.6%	-2%
COc1ccc2sc(C)nc2c1NC(C)=O	-3.1	-5%	i	·	0%	-3%	-5%	-0.6%	10%
Fc1cccc(F)c1-n1c(CN2CCCCC2)csc1=S	-2.4	-17%	i	?	12%	-2%	-28%	2.2%	7%
Cn1ccsc1=NC(=O)c1cc(S(=O)(=O)N2CCOCC2)ccc1F	1.0	1%	i	7%	-19%	-5%	-13%	0.3%	-1%
Cc1cccc(NC(=O)Cn2nc(-c3ccccc3)c3cnc4ccccc4c32)c1	·	-4%	·	-8%	9%	·	-48%	-0.6%	-11%
CCN1CCCC1CNC(=O)C(=O)NC(C)c1ccccc1 (stereo not given)	-0.1	1%	i	5%	1%	-1%	3%	-0.4%	6%
C=C[C@H]1[C@H](O[C@@H]2O[C@H](CO)[C@@H](O)[C@H](O)[C@H]2O)OC=C2C(=O)OCC[C@]21O	-2.2	-6%	i	19%	-3%	1%	5%	-1.5%	-2%
CCOC(=O)c1ccc(NC(=S)NCCc2ccccc2F)cc1	-0.2	?	i	11%	2%	0%	-23%	2.7%	?
CCCN(CCC)C(=O)Cn1c(=O)n(-c2ccccc2)c(=O)c2c3c(sc21)CCCC3	·	6%	·	11%	-16%	·	-1%	0.2%	-2%
CN(c1ccc(C(=O)N2CCc3ccccc3C2)cc1)S(C)(=O)=O	1.1	-2%	-108%*	·	1%	0%	9%	3.1%	-21%
COc1ccc(NC(=O)c2nc[nH]c2C(=O)N2CCC(C)CC2)cc1	-1.0	?	i	-12%	3%	2%	4%	-0.7%	3%
Cc1ccc(S(=O)(=O)Nc2nc3ccccc3nc2NCc2ccc3c(c2)OCO3)cc1C	-2.9	-1%	i	-3%	-1%	-2%	18%	0.5%	17%
O=C(c1ccc(F)cc1)C1CCN(C(=S)Nc2ccc(F)cc2)CC1	-1.5	-29%	i	?	0%	0%	-3%	4.0%	?
CCN(CC(=O)Nc1c(F)cccc1F)C(=O)CCNC(=O)c1ccc([N+](=O)[O-])cc1	-0.4	-7%	i	-15%	-2%	-3%	4%	-0.1%	-1%
CCCOc1ccc(CSC(=N)N)cc1C(=O)OC	0.3	-16%	i	7%	0%	-3%	-33%	0.5%	19%
Cn1nnc(NC(=O)c2cccc(F)c2)n1	-0.4	2%	i	0%	0%	0%	-4%	0.1%	-2%
COc1ccc(NC(=O)c2ccc3c(=O)n(CC4CCCO4)c(=S)[nH]c3c2)c(OC)c1 (stereo not given)	-1.0	-2%	i	1%	-1%	1%	0%	0.0%	-3%
COc1ccc(NC(C)=O)cc1NC(=O)c1ccc(C#N)cc1	0.8	-21%	i	6%	1%	-4%	2%	2.9%	-1%
Cc1ccc(/C=N/NC(=O)Cn2nnc(N)n2)o1	-11	24%	i	-7%	-7%	0%	10%	-0.3%	13%
COc1ccc(OC)c(-n2c(-c3cccc(O)c3)n[nH]c2=S)c1	-0.7	1%	i	3%	14%	-1%	21%	-0.4%	5%
COc1ccccc1CCNC(=O)C(=O)NCC1OCCN1S(=O)(=O)c1cccs1 (stereo not given)	1.1	7%	i	-16%	-3%	-1%	7%	0.2%	-1%
CC(C)CCN1C(=O)c2ccccc2C1c1nnnn1Cc1ccccc1 (stereo not given)	-1.2	·	i	·	·	·	·	-0.2%	12%
CCc1c(C)nc2cc(C)[nH]n2c1=O	-0.2	-2%	i	1%	1%	0%	16%	-0.8%	-9%
COc1ccc(OC)c(NC(=O)CN(C)CC(=O)Nc2ccccc2Br)c1	0.5	1%	i	-27%	-3%	0%	5%	-0.4%	-9%
Cc1ccc(S(=O)(=O)c2nc(S(C)(=O)=O)sc2N2CCCCCC2)cc1	-1.4	-9%	i	-10%	-1%	-1%	-11%	12%	-8%
COc1cccc(NC(=O)c2cccc(Cl)c2)c1	-1.2	5%	i	?	2%	1%	-17%	5.8%	10%
O=C(O)C/C=C(/NC(=O)OCc1ccccc1)C(=O)OCc1ccccc1	0.3	19%	i	2%	5%	4%	11%	1.8%	1%
COCC(=O)Nc1nc(-c2ccc(C)cc2)c(C)s1	-1.3	4%	i	-1%	-2%	-1%	-54%	2.3%	-4%
CCCCCCCCCC(=O)N[C@@H]1c2cc(OC)c(OC)cc2C[C@H]1OCc1ccccc1	0.5	9%	i	3%	3%	-2%	-41%	-0.7%	-5%
O=C(CN1C(=O)c2ccccc2C1=O)Nc1ccc(S(=O)(=O)N2CCOCC2)cc1	0.7	-1%	i	4%	-2%	-1%	6%	0.1%	6%
CC(C)(C)c1ccc(C(=O)NCCC(=O)NCc2cccs2)cc1	0.5	1%	i	-9%	-15%	1%	-8%	0.1%	-1%
Cc1cc(C(=O)N2CCc3c([nH]c4ccccc34)C2c2c(F)cccc2Cl)no1 (stereo not given)	-3.1	-4%	i	-17%	1%	-6%	-10%	0.5%[9.22 µM]	-1%
COc1ccccc1-c1noc(CCC(=O)NC2CCCC2)n1	-0.3	3%	i	8%	5%	1%	6%	-0.9%	-12%
O=C(Cc1c(F)cccc1Cl)NCC(=O)OCc1ccccc1	-4.0	-4%	i	10%	-3%	0%	1%	-0.2%	13%
CCC(C(=O)Nc1ccc2c(c1)OCCO2)c1ccccc1 (stereo not given)	0.7	1%	i	-5%	2%	2%	0%	0.8%	-11%
CC(=O)c1c2c3c(cccc3n(C)c1=O)C(=O)c1ccccc1-2	-2.9	13%	i	-2%	0%	-3%	6%	-0.6%	-14%
O=C(COC(=O)CNC(=O)c1ccccc1)NCCNC(=O)COC(=O)CNC(=O)c1ccccc1	0.3	3%	i	-7%	-4%	-2%	-3%	0.3%	4%
COc1ccc(Cc2nc3ccc(C(=O)NCc4cc(Br)ccc4OC)cc3o2)cc1	·	0%	·	·	3%	·	-15%	1.5%	13%
COc1ccc(CCC2(C)NC(=O)N(C(C)C(=O)N3c4ccccc4CC3C)C2=O)cc1 (stereo not given)	-1.2	-14%	i	3%	1%	-1%	-5%	-1.1%	12%
Cc1cccc(NC(=O)CSc2cc(C(=O)c3nccn3C)c3ccccc3n2)c1	-0.6	5%	i	0%	8%	1%	4%	-0.7%	-12%
CCn1cc2nc(SCc3cc(C)ccc3C)n(Cc3ccc(Cl)cc3)c(=O)c2n1	·	?	·	-29%	-24%	·	0%	-0.2%	1%
CC(=O)NCCn1c(SCC(=O)OCc2ccccc2)nc2ccccc2c1=O	-0.5	0%	i	4%	18%	0%	-19%	0.2%	4%
Cc1ccc(-c2nnc(Nc3cccc(O)c3)c3ccccc23)cc1S(=O)(=O)N1CCOCC1	·	?	·	16µM*	?	·	14%	6.6%	-5%
COc1ccc(C)cc1NC(=O)COCc1cc(-c2ccc(F)cc2)on1	·	37%[activator]	·	-30%	4%	·	-1%	0.9%	1%
CC(C)CCNC(=O)CSCc1cnn(-c2ccccc2)c1-n1cccc1	·	0%	·	-18%	4%	·	-26%	3.6%	-6%
COc1ccc(-c2cc(NCc3ccccn3)n3ncnc3n2)cc1	1.7	-6%	i	-28%	-9%	0%	-4%	5.7%	1%
O=S(=O)(Nc1ccncc1Cl)c1ccccc1	2.2	4%	i	10%	1%	0%	9%	-0.1%	1%
COCCNC(=O)/C(=C/c1ccccc1Cl)c1ccccc1	1.5	-16%	i	-27%	-5%	?	-15%	0.8%	0%
Cc1nc2ccccc2c(=O)n1-c1ccc(NC(=O)c2cccc([N+](=O)[O-])c2)cc1	·	-11%	·	·	-2%	·	-13%	20%	-16%
CCCCC(=O)NC(=S)Nc1cc([N+](=O)[O-])ccc1OC	-1.9	9%	i	-18%	11%	-1%	-20%	8.9%	-32%[inhibitor]
CC(C)(C)Oc1ncc(Br)c(OC(C)(C)C)n1	-0.7	-3%	i	-5%	5%	·	6%	-0.4%	8%
COc1ccc2nc(N=Nc3ccc(O)c4ccccc34)sc2c1	-3.8	?	i	?	?	1%	-12%	9.3%	0%
COc1cc(NC(=O)CSC(=S)N2CCCC2)c(OC)cc1Cl	0.3	24%	i	-11%	5%	-2%	4%	2.5%	5%
COc1ccc(-c2cc(C(F)(F)F)nc(N3CCOCC3)n2)cc1	1.0	-9%	i	-16%	10%	1%	-11%	0.4%	0%
C[C@@H]1O[C@@H](O[C@@H]2C(=O)c3c(O)cc(O)cc3O[C@H]2c2ccc(O)c(O)c2)[C@H](O)[C@H](O)[C@H]1O	0.4	-2%	i	8%	-4%	1%	1%	-0.3%	2%

Single records, from the list above. Values in the order: CCT modulator, TGFb inhibitor, pAkt inh, Nrf2 inh, A549 tox, Mm-Cpn inhibitor, HepG2 viability, Nrf2 activator, Abeta rescue
Shown for CC(=O)NCCn1c(SCC(=O)OCc2ccccc2)nc2ccccc2c1=O = -0.5, 0%, i, 4%, 18%, 0%, -19%, 0.2%, 4%
Shown for CCn1cc2nc(SCc3cc(C)ccc3C)n(Cc3ccc(Cl)cc3)c(=O)c2n1 = ·, ?, ·, -29%, -24%, ·, 0%, -0.2%, 1%
